West Nile virus CPE: West Nile virus antiviral activity, cell-based, CPE readout (AID 1621); CPE inhibition, % at 10 µM, or IC50 in µM where a hit was titrated; hit rate 0.02% among 290,000; West Nile virus-infected cells, CPE inhibition; higher % means a stronger effect; in the data active means a potency from the dose series; inconclusive means CPE inhibition mostly from about 3.7% at the one dose, without a potency; inactive means the rest, 99 in 100 with CPE inhibition below about 2.2%; further: strong numbers were not always called active
M1AAP inhibition: P. falciparum M1AAP inhibitors, biochemical, fluorogenic H-Leu-NHMec substrate, 1536-well (AID 1445). Aminopeptidase N (Plasmodium falciparum (isolate 3D7)). recombinant M1AAP, H-Leu-NHMec fluorogenic kinetic assay; higher % means a stronger effect. one-dose inhibition, % at 30 µM; IC50 in µM for titrated hits. hit rate 0.42% among 220,000;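 active means primary inhibition above the hit cutoff, then over 50% inhibition at one or more dose response concentrations, cut at about 23% in these data, passing the limit was not always enough; inconclusive means conflicting primary data, or primary hits not chosen for dose response; inactive means low primary inhibition, or under 50% at every dose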;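 further: plate controls were DMSO full reaction for no effect and no enzyme background for full effect; strong numbers were not always called active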
T cell modulator: modulators of CD8 T cell-vesicle binding, primary screen, mouse 2C CD8+ T cells, flow cytometry; 2C CD8+ T cell-vesicle binding; hits give low values; calls only at 7 µM; hit rate 0.068% among 330,000; AID 2052, 2009;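 active means response, share of CD8 T cells binding vesicles, and their 90th percentile fluorescence all below set limits, cut at about 80% in these data, passing the limit was not always enough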
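Incubation: binding step 1.5 h, 37 °C, antibody labelling 20 min, ice; system: murine 2C transgenic CD8+ T lymphocytes; technique: cytometric PE anti-B7-1 and Alexa647 anti-CD8 signals after 1% paraformaldehyde fixation; also added: QL9-charged Drosophila Ld/ICAM-1/B7-1 vesicles; control set: naked versus QL9-loaded vesicles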
K1F lysis inhibition: inhibition of K1F phage lysis, E. coli UTI89, bacterial capsule biogenesis inhibitors, alamar blue (AID 488966) | one-dose inhibition, % at 100 µM; IC50 in µM for titrated hits | E. coli UTI89 K1F phage lysis, alamar blue, 2 h; higher % means a stronger effect | hit rate 0.02% among 340,000;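 active means phage lysis inhibition, versus mean bacterial control, above a set limit; inconclusive means no clear call, values can overlap the other calls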;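 further: capsule biogenesis inhibitors block K1F phage lysis so surviving cells raise fluorescence; higher fluorescence means more inhibition of phage lysis; actives were called in the ten point dose series up to 300 µM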
TNAP activators: human TNAP enzyme activators, primary screen, biochemical, luminescent, no phosphate acceptor, uHTS (AID 1001). Alkaline phosphatase, tissue-nonspecific isozyme (Homo sapiens). purified TNAP, luminescent activation assay, no phosphate acceptor; higher activation fold means a stronger effect. activation fold at 20 µM, or EC50 in µM where a hit was titrated. hit rate 0.03% among 200,000; in the data active means activation fold from about 3, or a potency from the dose series; inactive means the rest, 99 in 100 with activation fold below about 1.6; further: many of its hits are not listed in these tables
human PMI inhibitors: human PMI inhibitors, high substrate, primary screen, biochemical, fluorescence intensity, high mannose 6-phosphate (AID 1220). Mannose-6-phosphate isomerase (Homo sapiens). recombinant PMI enzyme, coupled fluorescence intensity; higher % means a stronger effect. one-dose inhibition, % at 20 µM; IC50 in µM for titrated hits. hit rate 0.66% among 190,000
RSV CPE inhibition: RSV antiviral activity via CPE protection, HEp-2 cells, primary 10 µM value included (AID 2391) | CPE inhibition, % at 10 µM, or IC50 in µM where a hit was titrated | HEp-2 cells, RSV-induced CPE inhibition; higher % means a stronger effect | hit rate 0.13% among 310,000; in the data active means a potency from the dose series; inconclusive means CPE inhibition mostly from about 23% at the one dose, without a potency; inactive means the rest, 99 in 100 with CPE inhibition below about 21%; further: strong numbers were not always called active
P. falciparum M17LAP: P. falciparum M17LAP inhibitors, primary screen, biochemical, fluorogenic H-Leu-NHMec substrate, 1536-well (AID 1619) | inhibition, % at 30 µM; hits with a dose series show IC50 in µM | hit rate 0.38% among 220,000 | Leucine aminopeptidase (Plasmodium falciparum (isolate 3D7)) | recombinant M17LAP, H-Leu-NHMec fluorogenic kinetic assay; higher % means a stronger effect;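 active means compound inhibiting the enzyme by more than half at any dose during confirmatory dose-response retesting; inconclusive means strong single-dose inhibitors picked by rank but not retested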;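 further: plate controls were full reaction with DMSO carrier for no effect and no enzyme background for full effect; strong numbers were not always called active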
PMI inhibitors: inhibitors of human PMI, primary screen, biochemical, fluorescence intensity, coupled assay (AID 1209); Mannose-6-phosphate isomerase (Homo sapiens); hit rate 0.42% among 190,000; inhibition, % at 20 µM; hits with a dose series show IC50 in µM; purified PMI enzyme, coupled fluorescence intensity; higher % means a stronger effect;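 further: plate controls were DMSO vehicle for no effect and wells lacking substrate for full effect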
T cell modulator vesicle-bound %: second read-out of T cell modulator, no call of its own (marks repeat the call); double positive events, %; measured here: CD8+ vesicle-bound cell fraction;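 binding gate set so that unloaded-vesicle control wells show 10% double positive cells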
* hit, by the source's call; i = inactive; u = inconclusive; x = not tested or not shown; [ ] = remark or other dose. Unless noted, no stated cut-off is given here; in the data, active means inhibition above about 50%; inactive means the rest. This is a subset (hit frequency here may not be typical).

SMILES	West Nile virus CPE	M1AAP inhibition	T cell modulator	T cell modulator vesicle-bound %	K1F lysis inhibition	TNAP activators	human PMI inhibitors	RSV CPE inhibition	P. falciparum M17LAP	PMI inhibitors
COCCNCCOc1ccc(C(C)(C)c2ccccc2)cc1	-1.4%	10.7%	i	11.3	1.2%[50 µM]	1.1	3.1%	0.1%	-2.2%	5.8%
CC(C)NC(=O)c1ccc(N2CC3CC(C2)c2cccc(=O)n2C3)c([N+](=O)[O-])c1 (stereo not given)	0.6%	3.3%	i	22.3	0.1%	1	-3.4%	-3.3%	2.2%	-6.7%
CCOc1c(P(=S)(N(C)C)N(C)C)c(C)nn1-c1ccccc1	-0.4%	4.3%	i	20.7	-0.6%	1	9.3%	-1.1%	-9.2%	11.2%
CCn1c(C(=O)N2CCC(C(=O)N3CCC4(CC3)OCCO4)CC2)cc2sccc21	0.0%	3.5%	i	26.7	5.4%	1	-6.8%	1.1%	1.0%	-6.4%
CC1CCCCN1Cc1ccc(Cl)nc1 (stereo not given)	-0.1%	-3.3%	i	5.6	0.5%	1	-9.9%	0.2%	-2.3%	-8.9%
O=C(c1cnn2c(C(F)(F)F)cc(-c3ccccc3)nc12)N1CCC2(CC1)OCCO2	0.7%	2.7%	i	31.6	0.4%	1.1	-0.6%	x	5.4%	4.3%
CC1CN=C(Nc2ccc(F)c(Cl)c2)S1 (stereo not given)	-0.8%	-0.4%	i	32.2	-2.7%	x	x	0.9%	7.4%	x
CCOC(=O)N(C)c1ccc(C(O)(C(=O)OCC)C(F)(F)F)cc1 (stereo not given)	-0.6%	4.9%	i	30.2	0.0%	1.1	3.5%	4.6%	2.3%	4.2%
CN1CCC(O)(c2ccc(Cl)cc2)C(C(=O)c2ccc(Cl)cc2)C1 (stereo not given)	u	-2.8%	i	48.0	0.3%	1	34.5%	-0.4%	-3.2%	32.6%
O=C(Nc1cccc2ccccc12)N1CCC2(CC1)OCCO2	0.9%	1.0%	i	39.4	0.1%	1	37.5%	0.0%	-5.3%	5.4%
CCCNc1oc(-c2cccc3ccccc23)nc1C#N	0.1%	2.5%	i	26.1	-1.1%	1.1	0.5%	5.8%	-6.1%	2.2%
O=C1NC(=O)N(Cc2ccccc2)C(=O)/C1=C\N1CCCc2ccccc21	0.8%	4.9%	i	48.7	4.4%	1.3	42.8%	2.1%	9.7%	19.0%
O=C(Cc1ccccc1)N1CCN(C2CCCCCC2)CC1	-0.9%	-10.4%	i	22.6	-3.3%	1	6.7%	-1.2%	2.3%	2.4%
O=C(O)Cn1cc(C(=O)c2ccccc2)c2ccccc21	2.6%	6.2%	i	15.4	-1.0%	1.1	1.4%	0.6%	17.7%	6.4%
Cc1cc(C)cc(NC(=O)CCNC(=O)N2C[C@H]3C[C@@H](C2)c2cccc(=O)n2C3)c1	0.1%	x	i	31.4	0.8%	x	x	2.2%	x	x
O=C(c1cc2c(s1)CCCCCC2)N1CCC2(CC1)OCCO2	-0.8%	2.8%	i	13.5	9.4%	1.1	-2.3%	0.1%	-12.3%	2.8%
O=C(C[n+]1ccn(CCCNP2(=O)C=C(c3ccccc3)OC(c3ccccc3)=C2)c1)c1ccccc1	0.7%	-1.8%	i	30.1	0.7%	1	-5.9%	0.3%	1.8%	-11.5%
Cn1c(O)c(/C=C2\N=c3ccccc3=C2CCNC(=S)NC2CC2)c(=O)n(C)c1=O	0.1%	8.3%	i	37.9	0.6%	x	x	9.1%	9.1%	x
O=C1NC(=O)C(CCc2ccncc2)(Cc2ccc(OCc3ccccc3)cc2)C(=O)N1	0.0%	3.6%	i	25.1	0.1%	x	x	x	20.1%	x
COC(=O)c1ccccc1N=Cc1c(O)[nH]c(=S)[nH]c1=O	x	1.3%	i	54.5	-1.6%	1.1	-35.2%	1.3%	-7.2%	-42.9%
CC1(C)C(=O)C=C[C@]2(C)[C@H]3CC[C@@]4(C)[C@H](c5ccoc5)OC(=O)[C@H]5O[C@]54[C@]3(C)[C@H](O)C[C@@H]12	x	4.6%	i	29.5	x	1	11.5%	17.9%	-6.4%	9.4%
O=C1NC(=O)C(=Cc2cccc(OCCOc3ccccc3)c2)C(=O)N1	0.1%	x	i	33.2	0.0%	x	x	0.8%	x	x
CCN1CCN(S(=O)(=O)c2ccc(Cl)c(C(=O)Nc3ccc(C(=O)N(CC)CC)cc3)c2)CC1	0.9%	x	i	6.6	1.3%[50 µM]	x	x	8.5%	x	x
Cc1cc(C=C(C#N)C#N)ccc1N1CCCC1	-0.2%	x	i	63.3	0.3%	0.9	3.8%	4.5%	x	5.4%
COC(=O)C1=C(c2ccc(S(C)(=O)=O)cc2)C[C@@H]2CC[C@H]1N2C(=O)NC1CC1	0.7%	x	i	42.7	0.8%	x	x	3.7%	x	x

New compounds follow.
SMILES	West Nile virus CPE	M1AAP inhibition	T cell modulator	T cell modulator vesicle-bound %	K1F lysis inhibition	TNAP activators	human PMI inhibitors	RSV CPE inhibition	P. falciparum M17LAP	PMI inhibitors
O=[N+]([O-])c1ccc(N2CCCC2)c2ccncc12	-1.5%	6.1%	i	17.9	-1.3%	0.7	47.4%	1.3%	13.2%	-4.5%
CCN(CC)CCCN=C(C)c1c(O)n(C2CCCCC2)c(=O)[nH]c1=O	x	-7.2%	i	27.6	-1.2%	0.9	-9.1%	0.4%	1.9%	-2.8%
CC(C)CN(C(=O)CN1CC=C(c2ccccc2)CC1)c1c(N)n(CC(C)C)c(=O)[nH]c1=O	0.3%	1.7%	i	42.4	-0.1%	1	16.2%	-1.5%	5.0%	2.4%
Cn1cc(C=C(C#N)C#N)c2ccccc21	-0.1%	x	i	4.8	-0.1%	1	9.5%	10.1%	x	15.7%
OC(COCc1ccc(Cl)cc1)CN1CC=C(c2ccccc2)CC1 (stereo not given)	-0.5%	-1.1%	i	3.0	0.0%	1.1	1.2%	5.1%	10.6%	2.3%
Cc1ccc(N2C(=O)NC(=O)/C(=C/c3cnc(-c4ccccc4)nc3)C2=O)cc1C	0.1%	9.9%	i	51.7	0.9%[50 µM]	1.1	-9.3%	1.6%	29.6%	-4.5%
CCCCC(CC)CNCC(O)c1ccccc1 (stereo not given)	-1.4%	-3.0%	i	35.6	0.2%	1.1	-1.5%	-0.7%	-7.7%	-6.3%
COc1cc(OC)c(C=O)c(OC(=O)N(C)C)c1	0.2%	10.0%	i	4.8	-0.6%	1.1	0.3%	2.7%	1.4%	1.7%
O=P(O)(Oc1ccccc1)OC(c1ccccc1)C(F)(F)C(F)(F)F (stereo not given)	-0.3%	4.0%	i	35.4	0.4%	1.1	-9.3%	-0.1%	-4.1%	-21.4%
CN1CCCCC1c1ccc(-c2cccnc2)nc1 (stereo not given)	-0.5%	-1.1%	i	32.4	-0.1%	1	-21.8%	4.4%	5.3%	-20.5%
Cc1cc(OCCCC(=O)NCc2cccs2)ccc1Cl	-1.0%	7.0%	i	57.5	0.0%	1	-0.6%	4.7%	-2.0%	2.2%
CC(C)n1c(=O)c(C=Nc2ccc(Cl)cc2)c(O)n(Cc2ccco2)c1=O	-0.7%	-1.8%	i	27.1	x	1	-6.5%	3.7%	5.3%	-8.1%
CCc1ccc(-n2c(O)c(C(C)=O)c(=O)[nH]c2=O)cc1 (tested in a mixture with another compound)	-0.1%	-0.9%	i	23.8	-0.5%	x	x	x	7.1%	x
C=CCN(c1ccc(C(=O)N(CC)CC)cc1)S(C)(=O)=O	-0.2%	-7.8%	i	53.1	2.3%	1	-21.3%	2.5%	-0.8%	-17.3%
CC(=O)Nc1ccc(OC(=O)c2ccccc2N)cc1	-0.3%	4.0%	i	19.4	0.0%	1.1	-5.1%	1.0%	-11.3%	-0.5%
CCN1c2nc3c(C)cccn3c(=O)c2CC2(C(=O)N(C)C(=O)N(C)C2=O)C1C (stereo not given)	-1.0%	8.0%	i	12.0	-0.1%	1.1	11.1%	3.6%	-8.4%	10.0%
COc1ccc(CNCCc2c[nH]c3ccccc23)c(OC)c1C	-0.4%	x	i	63.4	0.4%	x	x	3.5%	x	x
Cn1c(O)c(N=Nc2ccc(S(=O)(=O)N3CCOCC3)cc2)c(=O)n(C)c1=O	0.2%	21.7%	i	52.1	0.1%	0.9	-7.8%	2.1%	1.3%	1.7%
CN(C)c1ccc(C=C2C(=O)NC(=O)NC2=O)cc1[N+](=O)[O-]	-0.1%	11.7%	i	31.7	0.7%	1	-15.3%	-0.1%	21.0%	-14.2%
O=C(OCC(=O)c1ccc([N+](=O)[O-])cc1)/C(=C\c1ccc(Cl)cc1)NC(=O)c1ccccc1	0.0%	1.2%	i	19.0	-2.5%	1	-18.7%	1.0%	11.6%	-18.2%
Cn1c(O)c(C(=Nc2ccc(F)cc2)c2ccccc2Cl)c(=O)n(C)c1=O	-1.1%	6.2%	i	39.7	0.5%	x	x	x	-10.7%	x
COc1ccc(-c2nn(CCC#N)cc2C(=O)O)cc1	1.7%	13.4%	i	63.2	-2.5%	1.1	5.3%	-1.4%	-2.3%	4.2%
Cc1ccccc1NC(=O)NCCN1CC1	1.4%	0.5%	i	19.0	0.1%	x	x	2.0%	-3.5%	x
COc1ccc(Cc2c(O)[nH]c(=S)[nH]c2=O)cc1	0.0%	x	i	57.9	-1.3%	x	x	-0.4%	x	x
C=Cn1ccnc1P(O)(=S)c1nc(C)c(CCOC(C)=O)s1 (stereo not given)	0.4%	3.8%	i	37.0	0.1%	1	-13.1%	2.1%	7.2%	-2.5%
CCC(C)n1c(O)c(C=NCCc2ccccc2)c(=O)[nH]c1=S (stereo not given)	-0.3%	8.8%	i	9.3	2.1%	x	x	x	1.3%	x
CCN1CCC2(CC1)NC(CO)(CO)CO2	0.7%	3.2%	i	10.6	0.2%	1.1	-2.1%	0.8%	-10.9%	-8.0%
Cc1c(C(=O)N2CCC3(CC2)OCCO3)oc2ccc(S(=O)(=O)N3CCOCC3)cc12	0.3%	-0.2%	i	27.6	0.1%	1.1	2.3%	0.8%	11.7%	4.8%

Screening data from PubChem BioAssay.
